Assay outcomes as filed in PubChem.
SENP1 FRET inh – human SENP1 catalytic domain inhibitors, primary screen, biochemical, FRET, uHTS; AID 624204, 2012; inhibition, % at 10 µM; recombinant SENP1 catalytic domain, CyPet-SUMO1-YPet FRET cleavage; 0.21% of 360,000 active;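 active means inhibition at least 30% at 10 µM, raw YFP signal under a set limit, fluorescence ratio 0.5 to 1.5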;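 further: 0% = enzyme with DMSO and 100% = no enzyme wells; some results filed as inactive read as strong as hits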
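Material – human SENP1 catalytic domain · Input – SENP1 enzyme, 20 pM final · Compound dosing – single concentration of 10 µM compound, 0.5% DMSO final · Timing – enzyme reaction for 50 min at room temperature, dark · Measured by – FRET fluorescence in CFP and YFP emission channels · Control set – no-enzyme wells low, DMSO-plus-enzyme wells high control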
UBC13 inh – UBC13 polyubiquitin chain formation inhibitors, primary screen, biochemical, TR-FRET, uHTS | inhibition, % at 20 µM | Ubiquitin-conjugating enzyme E2 N (Homo sapiens), P61088 | 0.47% of 330,000 active; in the data active means inhibition above about 45%, passing the limit was not always enough
Target sequence (P61088 whole entry, looked up): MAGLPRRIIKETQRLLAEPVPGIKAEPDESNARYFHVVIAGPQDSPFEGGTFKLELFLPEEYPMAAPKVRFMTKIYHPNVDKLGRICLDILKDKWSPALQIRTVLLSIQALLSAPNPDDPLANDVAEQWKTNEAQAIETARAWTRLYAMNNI
SENP6 block – SENP6 protease inhibitors, primary screen, biochemical, luminescence, uHTS; Sentrin-specific protease 6 (Homo sapiens), Q9GZR1; Recombinant SENP6 catalytic domain, aminoluciferin luminescence; inhibition, % at 10 µM; 1.8% of 330,000 active;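 active means inhibition above about 50% at the single tested dose, limit read from the data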;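 further: plate controls were DMSO wells with enzyme for no effect and DMSO wells lacking enzyme for full effect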
Apaf-1 inh – inhibitors of human Apaf-1 apoptosome, primary screen, biochemical, DEVD-Rh110 fluorescence, uHTS; Apoptotic protease-activating factor 1 (Homo sapiens), O14727; inhibition, % at 20 µM; 0.71% of 330,000 active; reconstituted apoptosome caspase-3 activity; active means inhibition of at least 40% at 20 µM;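 further: plate controls were DMSO wells for no effect and DEVD-CHO caspase inhibitor wells for full effect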
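Material: reconstituted apoptosome with Apaf-1, cytochrome c, caspase-9, procaspase-3, dATP. Technique: Rh110 fluorescence intensity. Buffer or medium: pH 7.5 Hepes buffer with CHAPS, BSA, DTT. Times: 30 min plus 50 min, RT.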
A3G deaminase – APOBEC3G DNA deaminase inhibitors, primary screen, biochemical, fluorescence, single-stranded DNA substrate, uHTS | DNA dC->dU-editing enzyme APOBEC-3G (Homo sapiens), Q9HC16 | recombinant A3G, ssDNA deamination FAM/TAMRA fluorescence | inhibition, % at 20 µM | 0.28% of 330,000 active;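 active means inhibition of at least 40% at 20 µM, with no more than 30% in the related APOBEC3A deaminase screen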;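 further: plate controls were DMSO wells with A3G for no effect and wells lacking A3G enzyme for full effect; some compounds called inactive have numbers as strong as hits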
Target sequence (Q9HC16 whole entry, looked up): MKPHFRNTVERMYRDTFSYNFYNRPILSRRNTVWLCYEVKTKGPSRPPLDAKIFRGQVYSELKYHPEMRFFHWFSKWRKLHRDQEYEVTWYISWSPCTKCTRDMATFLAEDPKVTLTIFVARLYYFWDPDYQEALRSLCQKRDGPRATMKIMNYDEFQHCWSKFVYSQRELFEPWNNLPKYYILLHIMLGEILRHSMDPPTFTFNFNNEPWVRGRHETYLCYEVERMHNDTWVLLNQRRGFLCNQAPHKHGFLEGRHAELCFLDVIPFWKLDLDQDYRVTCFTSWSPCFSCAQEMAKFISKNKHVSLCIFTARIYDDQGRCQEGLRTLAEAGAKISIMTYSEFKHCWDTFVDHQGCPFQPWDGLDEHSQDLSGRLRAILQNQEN
SENP7 inh – SENP7 protease inhibitors, primary screen, biochemical, luminescence, uHTS; recombinant SENP7, Z-RLRGG-aminoluciferin luminescence, 40 min; inhibition, % at 5 µM; 1.5% of 330,000 active; AID 434973, 2010;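 active means inhibition above about 50% at the single test dose, limit read from the data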;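 further: plate controls were DMSO with enzyme for no effect and no enzyme buffer wells for full effect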
Target sequence (Q9BQF6 706-1050 limits assumed): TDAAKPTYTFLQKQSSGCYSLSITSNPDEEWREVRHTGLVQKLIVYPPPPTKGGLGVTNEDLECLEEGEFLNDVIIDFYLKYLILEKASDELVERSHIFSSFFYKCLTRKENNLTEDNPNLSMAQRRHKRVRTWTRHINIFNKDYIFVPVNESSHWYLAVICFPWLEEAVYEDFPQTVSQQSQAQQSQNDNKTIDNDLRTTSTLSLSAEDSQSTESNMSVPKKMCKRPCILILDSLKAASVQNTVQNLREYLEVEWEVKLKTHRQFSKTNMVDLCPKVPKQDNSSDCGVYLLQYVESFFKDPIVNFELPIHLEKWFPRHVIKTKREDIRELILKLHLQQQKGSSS
SENP8 block-1 – human SENP8 protease inhibitors, primary screen, biochemical, fluorescence, Nedd8 protein substrate, uHTS; recombinant SENP8; inhibition, % at 20 µM; 0.64% of 360,000 active; AID 602440, 2012; in the data active means inhibition mostly above about 40%, no sharp cut-off; inactive means mostly below about 27%
SENP8 block-2 – SENP8 protease inhibitors, primary screen, biochemical, luminescence; AID 2540, 2010; purified SENP8, Z-RLRGG-aminoluciferin cleavage; inhibition, % at 10 µM; 1.2% of 330,000 active; Sentrin-specific protease 8 (Homo sapiens), Q96LD8; in the data active means inhibition above about 50%
Numbers without * were called inactive; x = no result given. An unsorted share of the library; any-hit rate near 3.6%.

SMILES	SENP1 FRET inh	UBC13 inh	SENP6 block	Apaf-1 inh	A3G deaminase	SENP7 inh	SENP8 block-1	SENP8 block-2
CCOc1ccccc1N1C(=O)CN(Cc2ccc(OC)c(OC)c2)C1=S	1	0	-3	10	-10	-1	20	-8
CCOc1ccc(NC(=O)CSc2nnc(Cc3csc(C)n3)o2)cc1	3	-3	-12	10	3	6	2	2
CCC(=O)N1CCc2cc(S(=O)(=O)NCCN3CCCCC3CC)ccc21 (stereo not drawn)	-9	4	3	-2	-1	8	31	7
CCN(CC)C(=O)Cn1cc(S(=O)(=O)CC(=O)Nc2ccc(F)cc2)c2ccccc21	1	1	-2	3	-7	-2	0	-5
CNS(=O)(=O)c1cnccc1N1CCN(c2cccc(C)c2)CC1	2	-2	-6	-2	-4	7	14	-3
CCN(CC)CCOC(=O)/C=C/c1ccccc1	4	-4	-28	-1	-5	-3	16	-3
Cc1ccc(C)c(N(CC(=O)NC2CCCC2)C(=O)c2csnn2)c1	3	-8	0	6	-6	-8	0	-3
O=C1NC2(CCCCC2)C(=O)N1CCS(=O)(=O)Oc1ccc(Br)cc1	1	4	-3	6	-10	-3	8	-3
CCCCCCC1CC(CCc2nc(=S)[nH][nH]2)C(=O)O1 (stereo not drawn)	-24	23	1	-1	7	1	19	-6
COC(=O)c1ccc(C(=O)NC(=S)Nc2ccc3nc(SC)sc3c2)cc1	-16	0	0	-7	-3	3	-2	6
O=C(Nc1ccc(-c2n[nH]c(=S)o2)cc1)c1ccccc1Br	2	3	80*	-3	-1	20	-154	49
COc1ccc(/C=N/NC(=O)c2ccc3ccccc3c2)cc1OS(=O)(=O)c1ccc(NC(C)=O)cc1	1	-6	15	-10	2	2	-68	2
CC(OC(=O)CC1CC2CCC1C2)C(=O)Nc1cccc(S(=O)(=O)N2CCOCC2)c1 (stereo not drawn)	5	0	-10	14	-4	1	7	0
COc1ccc(S(=O)(=O)NCCc2cc3ccc(C)c(C)c3[nH]c2=O)cc1	0	1	0	5	-9	7	-36	3
CCC(C)NC(=O)c1cn(CCOC)c(=O)c2c1c1ccccc1n2C (stereo not drawn)	-1	8	0	-1	-6	-6	-261	2
COC(=O)c1cc(NC(=O)C2(S(=O)(=O)c3ccc(Cl)cc3)CC2)cc(C(=O)OC)c1	2	10	-5	8	-1	-2	3	-1
CN(C)CCCNC(=O)c1ccc(-c2ccccc2)cc1	3	2	0	-3	-1	5	18	-1
CCCCn1c2ccccc2c2nnc(SCC(=O)NC3=NN=C(c4ccccc4)CS3)nc21	x	-30	-3	-69	-7	-5	x	0
CN(C)CCNC(=O)COc1cccc(Cl)c1	-2	9	-13	7	-6	1	-2	-3
Cc1cc2cc(CN3C(=O)c4ccccc4C3=O)ccc2n1C	-4	12	-2	-10	-3	-4	-2	-5
CC(C)CCN1CCNC(=O)C1CC(=O)N(C)CCCN1CCOCC1 (stereo not drawn)	3	-9	-13	-8	-7	11	-9	1
COc1ccc(-c2nnc3ccc(SCC(=O)Nc4nccs4)nn23)cc1OC	0	-4	2	-3	-1	7	19	0
CCCNC(=O)N1CCC(c2nc3ccccc3s2)CC1	0	3	7	0	-7	-3	2	-5
CCOC(=O)N1CCN(S(=O)(=O)c2cc(Br)cc3c2N(C(=O)C2CC2)CC3)CC1	-1	5	-14	5	0	-6	21	0
O=c1c2sc(-c3ccccc3)cc2nc2n1CCC2	1	0	93*	3	-5	91*	10	81*
SMILES	SENP1 FRET inh	UBC13 inh	SENP6 block	Apaf-1 inh	A3G deaminase	SENP7 inh	SENP8 block-1	SENP8 block-2
Cc1cc(C(=O)NNC(=O)c2ccccc2[N+](=O)[O-])c(C)o1	2	-10	-14	1	-5	-9	3	-12
CCOC(=O)c1[nH]c(CSc2nnnn2-c2ccccc2C)c(C(=O)OCC)c1C	1	9	0	15	-4	-2	23	5
COc1ccc(NC(=O)CSc2nnc(CNc3ccc(F)cc3)o2)c(OC)c1	3	4	-13	4	-2	3	1	3
CCc1ccc(C(=O)CSc2nc(N)cc(=O)[nH]2)cc1	2	-2	12	-13	4	-5	4	-2
Cc1cc(C(=O)O)c(C)n1-c1ccccc1	2	-3	-7	-1	-4	4	18	-4
CN1CCN(C(=O)NCC23CC4CC(CC(C4)C2)C3)CC1	5	4	9	-5	-8	2	2	2
CN(CCOc1ccccc1)Cc1nc2cc(Cl)ccc2c(=O)[nH]1	-4	15	-21	-16	-15	-3	-30	0
O=C(Nc1ccccc1)c1snc2c(=O)[nH]cnc12	-8	-3	30	13	0	12	-8	20
Cc1ccccc1N=C1c2ccccc2C(=O)C1[N+](=O)[O-] (stereo not drawn)	4	-20	-23	3	-5	8	8	-2
COc1ccc(OC(=O)c2cc3ccccc3o2)cc1	4	7	61*	3	2	71*	14	-54
CCCN(CC(=O)Nc1cc(Cl)ccc1Cl)C(=O)/C=C/c1ccco1	-4	10	11	2	-3	2	18	-6
CC(C)CN(C(=O)c1cccc(F)c1)c1c(N)n(CC(C)C)c(=O)[nH]c1=O	0	-13	0	-2	1	-5	7	-5
O=C(CCNS(=O)(=O)c1ccccc1Cl)OCc1nnc(-c2ccccc2Cl)o1	-3	7	-7	-4	-7	4	2	2
C=CCN1C(=O)C2C(C(=O)NC)C3(C)C=CC2(O3)C1C(=O)NCc1ccc(OC)cc1 (stereo not drawn)	3	6	-20	-9	-4	2	26	-4
NS(=O)(=O)c1cc2c(cc1Cl)NC(CC1CCCC1)NS2(=O)=O (stereo not drawn)	1	10	8	1	-10	3	7	7
CC(=O)N/C(=C\c1ccc(F)cc1)C(=O)NC(C(=O)O)C(C)C (stereo not drawn)	0	8	-13	-10	-4	-1	5	5
Cc1ccc(S(=O)(=O)NC(CN2CCOCC2)=NCCNS(=O)(=O)c2ccccc2)cc1	1	2	-9	0	-4	2	7	-12
Cc1ccc(N2CC(c3nc4ccccc4[nH]3)CC2=O)c(C)c1 (stereo not drawn)	2	6	2	-3	-9	0	8	-1
CCCOCC(O)CCc1n[nH]c(=S)n1-c1ccccc1 (stereo not drawn)	2	-1	-30	0	-7	-5	17	-5
Cc1ccc(S(=O)(=O)CC(=O)NC(C)c2ccccc2)cc1 (stereo not drawn)	3	-2	-7	0	-3	10	4	-9
COc1ccc(CC(=O)N/N=C(\C)CC(=O)Nc2ccc3c(c2)OCCO3)cc1	0	3	9	2	-3	13	13	-2
COc1ccc(NC(=O)Nc2cccc3c2O[C@@H](CN(C)S(=O)(=O)c2cn(C)cn2)[C@@H](C)CN([C@H](C)CO)C3=O)cc1	0	2	0	5	-8	1	10	7
CS(=O)(=O)c1ccc(C(=O)Nc2cccc(-c3nc4ccccc4[nH]3)c2)cc1	1	5	16	6	-6	0	2	16
CN(C(=O)c1ccccc1)c1ccc(OCC(=O)NC2CCS(=O)(=O)C2)cc1 (stereo not drawn)	-1	-4	-17	-4	-5	-4	4	-6
COc1ccc(N2CCN(C(=O)CNS(=O)(=O)c3ccc(Br)s3)CC2)cc1	4	2	0	12	-3	8	2	0
SMILES	SENP1 FRET inh	UBC13 inh	SENP6 block	Apaf-1 inh	A3G deaminase	SENP7 inh	SENP8 block-1	SENP8 block-2
CCOc1ccc(OCCC(=O)N(CC)CC(=O)NCc2ccc(Cl)cc2)cc1	2	7	-19	15	-8	-1	-2	-4
O=C1CSC(=Nc2ccccc2[N+](=O)[O-])N1	-2	4	11	-16	-8	3	8	0
Cc1cc(C)cc(-n2c(C)cc(/C=N/NC(=O)c3ccncc3)c2C)c1	-4	-13	-9	1	-4	18	-3	2
CCCCOC(=O)c1ccc(NC(=O)C(=O)NCCN(C)C)cc1	-1	9	-19	-16	0	2	-5	3
CCOc1ccc(NC(=O)c2ccc(CC)s2)c([N+](=O)[O-])c1	6	-30	-10	-11	-4	-9	9	-11
Cc1cc(NC(=O)CCC(=O)N(CC(=O)NCC2CCCO2)c2ccccc2)no1 (stereo not drawn)	-2	-2	-2	2	-9	-4	12	-12
COC(=O)c1cc(C#N)c(N2CC(C)OC(C)C2)nc1C (stereo not drawn)	0	9	11	-3	-3	4	-127	1
C=CCOc1ccc(CNn2cn[nH]c2=S)cc1	0	-5	-7	-4	19	-4	15	-1
CC1CC(C)(C)CC2(C1)NC(=S)N(c1ccccc1)N2 (stereo not drawn)	3	0	17	13	-2	-2	20	4
Cc1ccccc1N(C)S(=O)(=O)c1ccc2[nH]cc(C(=O)NCC3CCCO3)c(=O)c2c1 (stereo not drawn)	1	-3	-5	7	-5	1	-134	4
Cc1ccc(S(=O)(=O)NCc2cn3c(C)csc3n2)cc1	1	3	-14	5	1	3	27	2
CN(C)c1ccc(/C=C2\N=C(C(C)(C)C)OC2=O)cc1	-23	-42	4	-2	-3	-2	-63	-1
COc1ccc(CNC(=O)C2CCN(S(=O)(=O)c3ccc4c(c3)CC(C)N4C(=O)C3CC3)CC2)cc1 (stereo not drawn)	0	5	-3	0	-7	-11	4	-4
O=C(NCCCCC(NC(=O)C1CCCCC1)C(=O)O)c1ccccc1 (stereo not drawn)	3	-6	-10	-1	-2	-3	21	4
Cc1cccc(C(=O)NC(=S)NCc2cccnc2)c1	-1	5	12	-2	-5	7	16	-3
Cc1ccc(NC(=O)c2cc(-c3cc(C)c(C)cc3O)n[nH]2)cc1C	2	-5	7	7	-1	-6	7	-2
CCCc1[nH][nH]c(=O)c1C(c1cccc(Cl)c1)C(C#N)C#N (stereo not drawn)	-3	-1	1	14	1	3	1	1
O=C(C1CCCCC1)N1CCN(c2ncccn2)CC1	1	-4	-12	-1	-4	-1	-14	-5
O=C(c1cnccn1)N(Cc1ccco1)C1(C(=O)NC2CCCC2)CCCCC1	0	1	-10	0	0	13	12	-2
COc1ccc(C(=O)CCC(=O)Nc2cccc(Cl)c2)cc1	4	10	-7	-11	-3	5	5	-5
COc1ccccc1NC(=S)NCc1cccs1	2	10	-12	-8	-13	2	16	-4
O=C(Cc1c(Cl)cccc1Cl)Nc1ccncc1	0	10	-9	-6	-8	-6	5	-1
COc1ccc(CC(=O)n2nc(-c3ccc(Cl)cc3)nc2NCc2ccco2)cc1	-2	-12	6	-2	-1	8	6	6
N#C/C(=C\c1ccccc1)C(=O)NC1CC1	-5	3	-20	1	-5	0	6	-7
CC(=O)Nc1ccc(NC(=O)COc2ccc(-c3ccc(C#N)cc3)cc2)cc1	0	22	-7	2	-3	-5	-17	9

Some of these compounds in order of length of the SMILES, low to high.
SMILES	SENP1 FRET inh	UBC13 inh	SENP6 block	Apaf-1 inh	A3G deaminase	SENP7 inh	SENP8 block-1	SENP8 block-2
C=CCOc1ccc(CNn2cn[nH]c2=S)cc1	0	-5	-7	-4	19	-4	15	-1
Cc1cccc(C(=O)NC(=S)NCc2cccnc2)c1	-1	5	12	-2	-5	7	16	-3
CN(C)c1ccc(/C=C2\N=C(C(C)(C)C)OC2=O)cc1	-23	-42	4	-2	-3	-2	-63	-1
CCOc1ccc(NC(=O)c2ccc(CC)s2)c([N+](=O)[O-])c1	6	-30	-10	-11	-4	-9	9	-11
Cc1ccc(NC(=O)c2cc(-c3cc(C)c(C)cc3O)n[nH]2)cc1C	2	-5	7	7	-1	-6	7	-2
CC(=O)Nc1ccc(NC(=O)COc2ccc(-c3ccc(C#N)cc3)cc2)cc1	0	22	-7	2	-3	-5	-17	9
